CSN inh – CSN deneddylation inhibition; Q92905; Purified CSN, SCF-Nedd8-OG deneddylation, fluorescence polarization; inhibition, % at 12.5 µM; 360,000 compounds, 0.38% hits; AID 651999;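 active means pattern-corrected inhibition above about 35%, with an unprinted fluorescence ratio check between 0.5 and 1.5, limit read from the data, passing the limit was not always enough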;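 further: 0% = enzyme with substrate and 100% = substrate without enzyme; some results filed as inactive read as strong as hits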
Target sequence (Q92905 whole entry, looked up, one chain of several): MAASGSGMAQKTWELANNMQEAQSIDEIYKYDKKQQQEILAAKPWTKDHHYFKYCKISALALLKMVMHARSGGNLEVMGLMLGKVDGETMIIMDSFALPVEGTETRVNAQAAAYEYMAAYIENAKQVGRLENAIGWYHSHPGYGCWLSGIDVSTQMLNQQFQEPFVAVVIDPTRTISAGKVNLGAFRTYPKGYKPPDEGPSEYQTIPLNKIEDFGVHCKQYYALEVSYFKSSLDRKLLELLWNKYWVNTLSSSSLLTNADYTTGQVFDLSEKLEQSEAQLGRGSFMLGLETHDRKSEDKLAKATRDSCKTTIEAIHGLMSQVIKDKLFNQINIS
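Material: human Csn5 produced in HEK293T cells; Input: enzyme 0.24 nM; Reagent: SCFSkp2-Nedd8OG substrate at 10 nM final; Dosing: 12.5 µM compound; Incubation: 90 min reaction at room temperature; Detection: fluorescence polarization of the substrate; Evaluation: % inhibition of substrate cleavage by Csn5; Control set: substrate-only high control, full reaction low control.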
SUMO1 PPI mod – SUMO1-SIM interaction modulation. SUMO1 binding to a labelled peptide, TR-FRET, 1 h. 360,000 compounds, 0.33% hits. AID 602429. P63165. inhibition, % at 20 µM; in the data active means inhibition above about 37%
Target sequence (P63165 whole entry, looked up): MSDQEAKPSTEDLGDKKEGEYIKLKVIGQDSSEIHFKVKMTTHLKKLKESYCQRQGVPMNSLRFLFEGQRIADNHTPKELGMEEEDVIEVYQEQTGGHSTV
Scp-1 inhibitor – Scp-1 (human) phosphatase inhibition; Q9GZU7; Recombinant Scp1, phosphopeptide, malachite green phosphate absorbance; inhibition, % at 20 µM; 340,000 compounds, 0.88% hits; AID 493091;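 active means inhibition above about 50% at 20 µM, limit read from the data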;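 further: plate controls were DMSO wells with enzyme for no effect and wells lacking enzyme for full effect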
Target sequence (Q9GZU7 76-261 limits assumed): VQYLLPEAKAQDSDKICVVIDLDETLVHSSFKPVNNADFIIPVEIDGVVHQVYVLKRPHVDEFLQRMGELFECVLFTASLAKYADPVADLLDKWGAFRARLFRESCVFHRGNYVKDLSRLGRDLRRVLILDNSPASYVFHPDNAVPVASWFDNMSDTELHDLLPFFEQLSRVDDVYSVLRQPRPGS
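Incubation: 45 min enzyme reaction at room temperature / System: truncated SCP-1 phosphatase (76-261aa) / Reagent: Phospho 17-mer peptide substrate / Buffer or medium: Acidic Tris acetate buffer with magnesium and detergent / Signal: absorbance at 630 nm / Doses: one concentration, 20 µM, with 1.0% DMSO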
LMPTP inh – blocks human LMPTP phosphatase. recombinant LMPTP-A, OMFP fluorogenic substrate, fluorescence intensity. 360,000 compounds, 0.22% hits. P24666. inhibition, % at 20 µM. AID 651560;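 active means compounds that cut the enzyme signal by at least half of the control window in the single-dose screen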;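 further: plate controls were DMSO wells with enzyme plus substrate for no effect and substrate without enzyme for full effect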
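Assay system: LMPTP-A enzyme. Input: 0.625 nM LMPTP-A final. Probe or stimulus: 400 µM OMFP. Compound dosing: single 20 µM dose. Schedule: 50 min dark incubation at room temperature. Detection: fluorescence intensity of OMFP turnover product. Read-out: percent inhibition versus substrate-only and uninhibited controls. Benchmarks: no-enzyme low control, uninhibited high control.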
Rpn11 inh – blocks the human proteasome subunit Rpn11; O00487; human 26S proteasome, Ub4-pepOG fluorescence polarization; 20S core pre-blocked with epoxomicin; calls only at 20 µM; 360,000 compounds, 0.59% hits;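 active means inhibition at 20 µM, scaled to each plate's controls, above about 33%, limit read from the data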
Target sequence (O00487 whole entry, looked up): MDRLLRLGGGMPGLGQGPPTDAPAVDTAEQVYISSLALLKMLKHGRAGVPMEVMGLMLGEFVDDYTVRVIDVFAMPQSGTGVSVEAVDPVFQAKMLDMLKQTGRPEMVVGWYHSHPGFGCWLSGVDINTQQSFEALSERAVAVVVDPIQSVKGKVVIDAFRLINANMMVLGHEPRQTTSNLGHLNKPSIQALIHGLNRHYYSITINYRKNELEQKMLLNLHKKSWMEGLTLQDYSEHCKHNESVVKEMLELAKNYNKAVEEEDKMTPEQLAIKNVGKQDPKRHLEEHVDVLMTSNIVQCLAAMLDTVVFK
NadD inh – inhibitors of Staphylococcus aureus NadD; inhibition, % at 20 µM; AID 602399; purified NadD enzyme, colorimetric absorbance read-out; 360,000 compounds, 0.78% hits; in the data active means inhibition above about 26%; further: some compounds past the cut are filed as inactive
STEP block – STEP (human) phosphatase inhibition. recombinant STEP, OMFP fluorogenic substrate, fluorescence. inhibition, % at 20 µM. 360,000 compounds, 0.25% hits. AID 588621. P54829;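 active means inhibition at 20 µM, scaled per plate between control wells, above about 37%, limit read from the data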;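 further: 0% = DMSO with enzyme and substrate and 100% = substrate only without enzyme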
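Material: STEP (striatal-enriched tyrosine phosphatase) enzyme, cell-free; Compound dosing: 20 µM single dose in 1% DMSO; Technique: fluorescence read at 480 nm ex / 540 nm em; Times: reaction 20 min, ambient temperature; Medium: 50 mM Bis-Tris pH 6.0 with 2.5 mM DTT and 0.005% Tween 20; Also added: OMFP at 25 µM.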
TbMetRS inhib – blocks T. brucei methionyl-tRNA synthetase activity; purified T. brucei MetRS, ATP depletion, Kinase-Glo luminescence; inhibition, % at 11.9 µM; 360,000 compounds, 0.4% hits; AID 624268;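 active means inhibition above a per-plate cutoff of the control wells' mean inhibition plus 3 SD, cut at about 5.5% in these data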;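 further: 0% = DMSO wells median and 100% = median of wells with control inhibitor compound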
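assay system = parasite MetRS enzyme | timing = 15 min preincubation, 2 h reaction, all 25 °C | evaluation = percent inhibition relative to median high and low control wells | medium = HEPES buffer containing pyrophosphatase, BSA, spermine, DTT | compound = single dose, 11.9 µM final nominal, 0.9% final DMSO | detection = Kinase-Glo luminescence, ATP depletion format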
DNMT1 block – DNMT1 (human) enzyme inhibition | P26358 | DNMT1 molecular beacon, Hinp1I cleavage, fluorescence | inhibition (reported as % activation of signal), % at 10 µM | 360,000 compounds, 0.83% hits | AID 588458; in the data active means inhibition above about 50%
MsrA inh – inhibits bovine methionine sulfoxide reductase A; purified bovine MsrA, absorbance read-out; inhibition, % at 15.5 µM; 360,000 compounds, 0.75% hits; AID 651718; in the data active means inhibition above about 4.5%;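 further: 0% = vehicle wells with enzyme and 100% = reference inhibitor wells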
* = called active by the depositor; i = inactive; / = no result given.

SMILES	CSN inh	SUMO1 PPI mod	Scp-1 inhibitor	LMPTP inh	Rpn11 inh	NadD inh	STEP block	TbMetRS inhib	DNMT1 block	MsrA inh
O=C(COc1ccc(-c2ccccc2)cc1)N1CCN(C(=O)c2cccnc2)CC1	4.5	1.6	-3.1	-1.7	i	0.5	1.5	-1.0	3.0	-0.4
Cc1cccc(N(CC(=O)NC2CC2)S(=O)(=O)c2ccc(Cl)cc2)c1	-1.8	0.8	-7.2	1.5	i	-5.6	-1.6	-0.3	-3.2	0.1
CCOc1ccc(NS(=O)(=O)c2cc(C(=O)NCCN3CCOCC3)ccc2C)cc1	2.3	6.8	-1.0	-0.2	i	-2.1	-1.9	-0.4	-6.8	0.1
COc1ccc2cc(CN(CCO)C(=O)c3ccccc3F)c(=O)[nH]c2c1	-0.7	-3.8	-1.9	-1.0	i	-3.2	-6.6	-0.6	0.3	2.1
Cn1cncc1C#Cc1c(-c2ccsc2)sc2ccccc12	-4.2	4.0	8.2	6.3	i	30.0*	1.2	0.1	-11.9	1.2
CN(C)CCN1CC(C(=O)O)CC1=O (centres undefined)	-2.7	3.7	3.6	-5.8	i	-1.4	-1.6	-0.2	3.1	0.7
Cc1ccc(Cl)cc1N1CCN(S(=O)(=O)c2cc3c(cc2C)NC(=O)CO3)CC1	0.0	-1.2	2.4	2.7	i	1.8	1.2	-0.9	-5.8	0.3
CCN1CCN(C(=O)C2=CC(c3ccc(OC)cc3)=NS(=O)(=O)N2C)CC1	2.7	-19.5	-3.0	-2.4	i	-6.0	0.8	-0.2	3.3	4.0
Cc1ccc(NCc2ccc(O)c3ncccc23)cc1	-0.9	-10.6	-11.0	0.6	i	23.8	0.8	-0.4	-0.2	-1.0
Cc1nc(NC(=O)c2ccc(OCC(C)C)cc2)sc1Cc1ccc2c(c1)OCO2	4.7	-1.0	-3.6	1.4	i	4.6	-0.5	-0.5	-9.4	-0.2

The list goes on, overlapping the part above by 4 compounds.
SMILES	CSN inh	SUMO1 PPI mod	Scp-1 inhibitor	LMPTP inh	Rpn11 inh	NadD inh	STEP block	TbMetRS inhib	DNMT1 block	MsrA inh
Cc1ccc(Cl)cc1N1CCN(S(=O)(=O)c2cc3c(cc2C)NC(=O)CO3)CC1	0.0	-1.2	2.4	2.7	i	1.8	1.2	-0.9	-5.8	0.3
CCN1CCN(C(=O)C2=CC(c3ccc(OC)cc3)=NS(=O)(=O)N2C)CC1	2.7	-19.5	-3.0	-2.4	i	-6.0	0.8	-0.2	3.3	4.0
Cc1ccc(NCc2ccc(O)c3ncccc23)cc1	-0.9	-10.6	-11.0	0.6	i	23.8	0.8	-0.4	-0.2	-1.0
Cc1nc(NC(=O)c2ccc(OCC(C)C)cc2)sc1Cc1ccc2c(c1)OCO2	4.7	-1.0	-3.6	1.4	i	4.6	-0.5	-0.5	-9.4	-0.2
CCc1cc(=O)oc2cc(C)c(CN3CCCC3)c(O)c12	37.1*	39.1	6.7	8.2	i	17.2	2.7	-1.1	86.6*	1.2
CCCNC(=O)CN1C(=O)NC(CCc2ccccc2)C1=O (centres undefined)	-2.8	2.4	-8.6	-1.8	i	-4.4	-4.0	-0.8	0.6	-0.5
C=CCn1c(CCNC(=O)C(C)(C)C)nc2ccccc21	3.6	0.8	-5.0	-0.3	i	2.4	1.0	0.0	-1.4	1.4
CC1(C(=O)NS(=O)(=O)C2CC2)CCCN(C(=O)c2ccccc2OC(F)(F)F)C1 (centres undefined)	1.4	-1.5	/	-1.3	i	5.6	-2.2	0.3	1.8	-0.8
Nc1c(Cl)cc(-c2csc(NCCc3nc4cc(Cl)c(Cl)cc4n3CCCO)n2)cc1Cl	2.6	0.4	9.3	2.0	i	13.7	-2.6	-0.4	-31.6	0.4
CC(C)C(N)c1csc(NC(=O)Nc2cccc(Cl)c2)n1 (centres undefined)	6.4	-11.8	/	-1.0	i	-8.1	2.3	-0.1	-3.9	0.8
CCN(CC)c1ccc(/C=N/Nc2nc(C)cc(=O)[nH]2)c(O)c1	1.6	0.0	-10.1	0.3	i	-0.8	7.3	-0.2	0.8	3.8
Cc1c(NC(=O)c2cc3nc(-c4ccc(Br)cc4)cc(C(F)(F)F)n3n2)c(=O)n(-c2ccccc2)n1C	0.3	-8.6	-4.3	0.6	i	7.6	2.3	-0.6	3.0	-1.0
CC(C)C(=O)Nc1ccc(C(=O)c2ccccc2)cc1	0.1	3.6	-9.2	0.1	i	0.9	-0.4	-0.2	-3.5	1.3
Cc1onc(-c2ccccc2)c1C(=O)NCCSCc1ccco1	-0.9	1.9	2.3	0.3	i	-2.0	-2.1	-0.5	1.3	-0.6
O=C(Nc1nc2cc(Cl)ccc2s1)C1CCCN(S(=O)(=O)c2cccc3cccnc23)C1 (centres undefined)	1.5	-0.4	3.0	4.2	i	36.3*	1.5	-0.1	-20.7	/
Cc1cc(NS(=O)(=O)c2ccc(NC(=O)CCCOc3ccccc3C)cc2)nc(C)n1	9.1	16.9	-4.4	1.4	i	5.8	1.7	-0.1	-4.2	1.7
COCC(C)n1c(C)cc(C(=O)COC(=O)c2cc(=O)[nH]c3ccccc23)c1C (centres undefined)	-3.5	-32.4	4.8	1.4	i	-8.4	-2.9	-0.6	-2.6	2.1
COc1ccc2c(c1OC)CN1CCc3cc4c(cc3[C@@H]1[C@@H]2O)OCO4	-2.4	-6.0	-3.0	-0.6	i	-1.7	-1.0	-0.3	-3.3	/
CN(C)c1cccc2cccc(N(C)C)c12	-1.1	-18.6	14.1	1.4	i	-11.2	1.3	-0.3	-12.8	0.4
COc1ccc(NC(=O)Nc2nc3c(s2)CCCC3)cc1	-4.2	3.6	-11.1	0.3	i	1.4	4.9	1.0	-6.5	0.4
Cc1ccc(C)c(N2CCN(C(=O)c3ccc4c(c3)c(C)c(C)n4C)CC2)c1	0.1	6.9	0.6	12.0	i	7.5	5.2	0.0	-13.0	0.9
CCn1cc(C(=O)O)c(=O)c2cc(F)c(N3CCNCC3)cc21	-4.7	-1.7	/	-2.2	i	1.7	-1.2	-0.2	-0.6	/
CC(=O)c1ccc(N2CCCCCC2)c(F)c1	4.1	-5.6	-11.2	-0.4	i	1.6	3.5	-0.6	-3.0	2.5
O=c1cc[nH]c2c(Cl)cccc12	0.7	2.6	-1.3	-1.4	i	-0.5	-0.4	-0.4	2.4	1.1
CCOc1ccc(NC(=O)CCn2c(=O)[nH]c3ccsc3c2=O)cc1	-5.1	-0.3	-2.3	0.5	i	6.0	-1.9	-0.5	-0.5	0.1
CCOC(=O)C(c1ccccc1)C(Nc1ccc(Cl)c(Cl)c1)c1ccccn1 (centres undefined)	-4.3	5.1	-13.3	1.4	i	-2.9	1.1	-0.2	2.1	-0.4
NC(COCc1ccccc1)c1csc(Nc2cc(Oc3ccccc3)ncn2)n1 (centres undefined)	-0.5	-4.4	/	-0.5	i	5.4	2.0	0.2	-9.3	0.0
Nc1cccc2c1C(=O)N(C(=O)c1ccc(Cl)c(S(=O)(=O)N3CCCCCC3)c1)C2=O	-1.5	-5.0	0.2	-4.1	i	7.1	4.7	0.2	0.7	-0.6
CCOc1ncccc1C(=O)OCC(=O)N1CCC(C)CC1	0.1	-1.7	2.1	0.2	i	4.5	-0.6	-0.6	4.8	-0.2
O=C(c1ccc(Cl)c(S(=O)(=O)N2CCOCC2)c1)N1CCOCC1	3.5	-2.0	10.0	-0.4	i	0.5	-1.6	-0.7	1.0	-0.6
CN(C)/C=C/C(=O)c1ccc(S(=O)c2ccccc2)cc1 (centres undefined)	2.4	-10.5	-2.2	1.1	i	-1.5	-0.4	-0.5	1.9	3.5
C/C(=N\NC(=O)c1cc(O)cc(O)c1)c1ccc(NC(=O)Cc2ccccc2)cc1	56.4	78.4*	86.6*	69.3*	i	16.3	97.5*	-0.1	84.8*	1.2
CCn1c(C)nc2cc(C(=O)NNC(=O)c3ccc(C)cc3)ccc21	-4.4	5.5	-0.7	-1.6	i	5.8	1.9	0.0	4.5	0.7
COc1ccc(OC)c(NC(=O)C(C)Oc2ccc(Br)cc2)c1 (centres undefined)	-9.2	-2.6	-17.0	1.3	i	-9.9	0.4	-0.8	-2.9	0.6

Structures listed so far marked active in LMPTP inh.
SMILES	CSN inh	SUMO1 PPI mod	Scp-1 inhibitor	LMPTP inh	Rpn11 inh	NadD inh	STEP block	TbMetRS inhib	DNMT1 block	MsrA inh
C/C(=N\NC(=O)c1cc(O)cc(O)c1)c1ccc(NC(=O)Cc2ccccc2)cc1	56.4	78.4*	86.6*	69.3*	i	16.3	97.5*	-0.1	84.8*	1.2

Going on with the list:
SMILES	CSN inh	SUMO1 PPI mod	Scp-1 inhibitor	LMPTP inh	Rpn11 inh	NadD inh	STEP block	TbMetRS inhib	DNMT1 block	MsrA inh
CCn1cc(CNC(=O)c2ccc3nc(Cc4ccccc4F)oc3c2)cn1	1.5	-3.3	-6.3	-2.2	i	-5.3	-0.9	-0.1	1.4	-0.1
CCC1(c2ccccc2)NC(=O)N(CC(=O)Nc2cc(S(=O)(=O)N3CCCCC3)ccc2OC(C)C)C1=O (centres undefined)	3.2	-0.1	-4.9	2.0	i	1.8	1.2	-0.1	-5.6	1.0
CCN1CCN(c2ccc(S(=O)(=O)N3CCCCC3)cc2NC(=O)c2cccc(C(F)(F)F)c2)CC1	1.6	0.1	5.2	-1.4	i	5.4	-0.2	-0.7	-0.2	-1.0
CN(C)S(=O)(=O)N1CCN(C(=O)N2CCOCC2)CC1	3.8	0.3	0.5	-1.1	i	-5.4	0.2	-0.2	0.5	-0.6
C[C@H](CO)N1C[C@H](C)[C@@H](CN(C)Cc2ccc(C(=O)O)cc2)Oc2c(NS(=O)(=O)c3ccccc3)cccc2C1=O	-7.3	4.1	-4.4	-1.4	i	-6.4	0.1	-0.1	-0.6	-0.4
COc1cc(C2CC(c3cccs3)=NN2C(=O)CCl)ccc1OC(F)F (centres undefined)	14.7	-12.0	-9.8	0.6	i	3.4	-0.5	-0.6	19.7	0.1
Cn1c(Nc2cccc(Cl)c2)nc2ccccc21	5.7	2.2	-5.7	4.2	i	-1.5	0.4	0.2	-0.2	0.3
NNC(=O)c1ccc(CSc2n[nH]c(=O)[nH]c2=O)cc1	3.1	-2.2	2.5	1.9	i	-3.4	-2.1	-0.4	1.9	-0.8

Screening results from PubChem.
